Compound activity (PubChem BioAssay)
GPR55 activation: GPR55 agonists via beta-arrestin recruitment, primary screen, imaging, U2OS cells, beta-arrestin-GFP redistribution (AID 1961) | U2OS GPR55 beta-arrestin-GFP redistribution imaging; higher % means a stronger effect | activation, % at 10 µM, or EC50 in µM where a hit was titrated | actives 0.048% (n = 290,000);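 active = activation above 40% with more than 50 cells counted in the well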;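 also: U2OS osteosarcoma cells stably expressing GPR55 and beta-arrestin-GFP; plate controls were DMSO negative control for no effect and LPI positive control for full effect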
HIV peptide binding: inhibitors of HIV fusion peptide binding, primary screen, biochemical, uHTS, fluorescence dequenching (AID 1986); cell-free peptide binding, fluorescence dequenching, 30 min; higher % means a stronger effect; inhibition, % at 20 µM; hits with a dose series show IC50 in µM; actives 0.3% (n = 290,000); in the data active = inhibition mostly above about 52%, no sharp cut-off; inactive = mostly below about 76%; also: some results filed as inactive read as strong as hits
KOR beta-arrestin-1: KOR antagonists, beta-arrestin recruitment, cell-based, luminescence, uHTS (AID 1778); actives 0.091% (n = 290,000); inhibition, % at 10 µM; hits with a dose series show IC50 in µM; KOR beta-arrestin recruitment, luminescence, antagonist mode; higher % means a stronger effect; also: strong numbers were not always called active
GPR55 LPI antagonism: GPR55 antagonists blocking LPI-driven arrestin recruitment, primary screen, imaging, U2OS, beta-arrestin-GFP, LPI agonist (AID 2013); U2OS GPR55 beta-arrestin-GFP translocation imaging, LPI antagonism; higher % means a stronger effect; inhibition, % at 10 µM, or IC50 in µM where a hit was titrated; actives 0.13% (n = 290,000);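 active = spots per cell inhibited over 60%, with over 100 cells counted and total cytoplasm intensity under 500,000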;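 also: U2OS cells stably carrying GPR55 and arrestin-GFP stimulated by 5 µM LPI near EC80; imaged beta-arrestin-GFP aggregate spots per cell after agonist stimulation; plate controls were LPI-stimulated DMSO wells for no effect and DMSO wells without LPI for full effect; some results filed as inactive read as strong as hits; confirmed hits need IC50 under 10 µM and bright autofluorescent wells are also inconclusive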
NOD1 NF-kB reporter: inhibition of NOD1-driven NF-kB reporter – cell-based, luminescence, uHTS, primary screen (AID 1578) | NOD1-driven NF-kB luciferase reporter cells, luminescence; higher % means a stronger effect | inhibition, % at 4 µM; hits with a dose series show EC50 in µM | actives 1% (n = 290,000); in the data active = inhibition mostly above about 36%, no sharp cut-off; inactive = mostly below about 34%;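 also: HEK-293T reporter cells stimulated with the NOD1 agonist gamma-tri-DAP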
NOD2 inhibition: NOD2 signaling inhibitors, cell-based, luminescence, uHTS, HEK293 (AID 1566); actives 0.63% (n = 290,000); one-dose inhibition, % at 4 µM; EC50 in µM for titrated hits; HEK293 NOD2/NF-kB luciferase reporter, luminescence; higher % means a stronger effect; also: many of its hits are not listed in these tables
KOR beta-arrestin-2: KOR agonists, beta-arrestin recruitment, primary screen, cell-based, luminescence, uHTS (AID 1777) | KOR beta-arrestin recruitment, luminescence; higher % means a stronger effect | activation, % at 10 µM; hits with a dose series show EC50 in µM | actives 0.02% (n = 280,000); in the data active = activation above about 50%, passing the limit was not always enough; also: a part of the inactive calls stands beside numbers as strong as those of hits
Large T inhibition: TAg ATPase/helicase activity blockers – biochemical (AID 1903); inhibition, % at 20 µM; hits with a dose series show IC50 in µM; SV40 large T antigen ATPase/helicase inhibition assay; higher % means a stronger effect; actives 0.39% (n = 310,000); in the data active = a potency from the dose series; also: strong numbers were not always called active
Rac1 GTP hydrolysis: MgcRacGAP GTPase-activating activity inhibitors, confirmation, biochemical, ADP Hunter fluorescence; MgcRacGAP-stimulated Rac1 GTP hydrolysis, ADP Hunter fluorescence; higher % means a stronger effect; GST-tagged Rac1 F28L mutant substrate; inhibition, % at 30 µM, or IC50 in µM where a hit was titrated; actives 0.6% (n = 340,000); AID 624330;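 active = first-screen hits whose inhibition reached a set limit at any dose in the follow-up dose series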;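 also: fluorescence reports GDP produced by GAP-driven GTP hydrolysis; strong numbers were not always called active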
* marks the source's active call; other numbers are inactive results; . = no result given; [ ] = remark or other dose. Rule as the data show it, unless noted: active = inhibition above about 50%; inactive = the rest. These rows are one share of the data. The share of hits here may be higher or lower than overall.

SMILES	GPR55 activation	HIV peptide binding	KOR beta-arrestin-1	GPR55 LPI antagonism	NOD1 NF-kB reporter	NOD2 inhibition	KOR beta-arrestin-2	Large T inhibition	Rac1 GTP hydrolysis
COc1ccc(-c2nc(C)sc2CC(=O)O)cc1OC	1.2%	1.2%	11%	-8%	-32%	15%	-3.2%	4%	2%
O=C(c1ccc(F)c(S(=O)(=O)N2CCOCC2)c1)N1CCc2ccccc21	-0.1%	2.2%	0%	8%	-7%	3%	-1.8%	7%	8%
COCCn1c(SCC(=O)N2CC(=O)Nc3ccccc32)nc2ccccc2c1=O	0.3%	-1.8%	-25%	-9%	16%	18%	6.5%	2%	6%
CN1/C(=C\C=Nc2ccc3ccccc3c2)C(C)(C)c2ccccc21	-0.1%	-3.2%	9%	9%	9%	3%	-0.1%	26%	12%
Cc1ccc2c(c1)c(N=O)c(O)n2Cc1ccc(Cl)cc1	-0.1%	-0.1%	-87%[20 µM]	4%	32%	-82%	-0.4%	12%	7%
CCCOc1ccc(C2C(C#N)=C(N)Oc3nc[nH]c(=O)c32)cc1OC (configuration not stated)	-0.2%	1.9%	-6%	-7%	-4%	14%	2.7%	1%	3%
CCOc1ccc(CNC(=O)CN2C(=O)CSc3ccc(S(=O)(=O)N4CCOCC4)cc32)cc1OC	-0.1%	0.6%	-6%	2%	-30%	4%	-1.0%	10%	6%
Cc1ccc(NC(=O)Nc2cccc([N+](=O)[O-])c2)cc1F	0.6%	0.4%	-19%	-6%	.	.	5.7%	-2%	11%
COc1ccc(-c2cc(C(=O)NNC3=NCCC3)c3c(C)nn(-c4ccccc4)c3n2)cc1	-0.2%	-0.3%	34%	17%	36%	12%	3.4%	8%	6%
O=C(Nc1nccs1)c1ccccc1[N+](=O)[O-]	0.2%	2.9%	-19%	-6%	-16%	-1%	-4.0%	0%	9%
O=C(NCc1ccccc1)NC1(C(=O)N2CCOCC2)CCCCC1	-0.2%	-2.7%	9%	14%	-6%	13%	-4.2%	2%	0%
COc1ccc(N(CC(=O)Nc2cc(C)ccc2C)S(=O)(=O)c2c(C)noc2C)cc1	-0.1%	0.9%	34%	19%	-12%	16%	-2.6%	3%	7%

Full records, quoted from the list. Order of values: GPR55 activation, HIV peptide binding, KOR beta-arrestin-1, GPR55 LPI antagonism, NOD1 NF-kB reporter, NOD2 inhibition, KOR beta-arrestin-2, Large T inhibition, Rac1 GTP hydrolysis
Profile of `O=C(Nc1nccs1)c1ccccc1[N+](=O)[O-]` : 0.2%, 2.9%, -19%, -6%, -16%, -1%, -4.0%, 0%, 9%
Profile of `COc1ccc(-c2cc(C(=O)NNC3=NCCC3)c3c(C)nn(-c4ccccc4)c3n2)cc1` : -0.2%, -0.3%, 34%, 17%, 36%, 12%, 3.4%, 8%, 6%

(further entries)
SMILES	GPR55 activation	HIV peptide binding	KOR beta-arrestin-1	GPR55 LPI antagonism	NOD1 NF-kB reporter	NOD2 inhibition	KOR beta-arrestin-2	Large T inhibition	Rac1 GTP hydrolysis
N/C(Cc1cccs1)=N\OC(=O)COc1ccc(Cl)cc1Cl	-0.1%	0.1%	15%	-4%	-37%	-22%	2.2%	5%	10%
O=C(O)CCC(=O)OC1CC2CCC1C2 (configuration not stated)	-0.3%	-2.2%	-10%	5%	1%	6%	-3.9%	0%	2%
O=S(=O)(c1ccc(Oc2ncnc3scc(-c4ccccc4)c23)cc1)N1CCOCC1	-0.2%	2.4%	-12%	35%	-1%	16%	-2.7%	2%	9%
Cc1nnsc1Sc1ccccc1	-0.1%	0.1%	-68%[20 µM]	-13%	16%	22%	-2.3%	10%	1%
Cc1ccc(SCC(=O)NCCc2ccc(F)cc2)cc1	-0.3%	3.2%	-32%	3%	7%	1%	1.5%	4%	9%
Cc1ccc(C2=CSC3=NS(=O)(=O)CCN23)cc1C	0.3%	0.2%	-11%	-2%	-47%	-4%	4.6%	10%	-1%
COc1cc(/C=N/NC(=O)c2csc3c2CCCC3)ccc1OCCN1CCOCC1	-0.1%	-0.3%	-8%	9%	-26%	16%	3.7%	11%	5%
COC(=O)c1cnc(SCC(=O)c2ccccc2)n1C	0.0%	3.4%	-22%	2%	-13%	-23%	1.7%	9%	9%
O=C(CNC(=O)c1ccccc1F)Nc1ccccc1C(F)(F)F	-0.1%	1.7%	-5%[20 µM]	-15%	-35%	3%	-1.7%	0%	2%
COc1cc(C(=O)Nc2ccncc2)cc(OC)c1OC	-0.3%	-0.6%	-49%	2%	11%	-5%	-2.9%	6%	3%
O=C(Cn1nc(C(=O)O)c2ccccc2c1=O)Nc1cc(Cl)cc(Cl)c1	-0.1%	1.4%	-32%	5%	-27%	-6%	2.2%	11%	3%
Cc1c(C(=O)O)[nH]c2c1C(=O)CC(c1ccc(Cl)cc1)C2 (configuration not stated)	-0.1%	1.7%	-1%	8%	-22%	5%	-1.7%	5%	5%
O=C(NCC1CCOCC1)c1cc(COc2cccc(C(F)(F)F)c2)on1	-0.2%	1.2%	-11%	-2%	-33%	-17%	-1.3%	9%	6%
Cc1cccc(/C(N)=N/OC(=O)c2ccncc2)c1	-0.1%	0.0%	-3%	-11%	-46%	-49%	1.4%	12%	-1%
O=c1cc(Cl)c(-c2ccccc2)nn1Cc1ccc(Cl)cc1	0.0%	2.0%	-12%	7%	-2%	12%	5.6%	22%	1%
Cn1c(SCC(=O)c2ccc(F)cc2)nc2cccnc21	-0.4%	-1.4%	-7%	10%	-12%	-16%	-1.8%	19%	0%
O=C(c1cccnc1)N1CCC(Oc2ccc(C(=O)N3CCCCO3)cc2)CC1	-0.1%	0.8%	-28%[20 µM]	11%	-3%	13%	.	0%	3%
Cc1cc(NC(=O)CSc2nc(-c3ccco3)cc(C(F)(F)F)n2)no1	-0.1%	2.4%	-104%	-10%	-18%	10%	0.5%	5%	2%
CC1N=C2c3ccccc3N=C(SCc3cc(=O)n4cc(Cl)ccc4n3)N2C1=O (configuration not stated)	0.9%	7.5%	-57%	-20%	-18%	-5%	2.9%	0%	3%
CCN1CCN(c2ccc(NC(=O)COc3ccc([N+](=O)[O-])cc3)cc2)CC1	0.6%	0.5%	-14%	0%	-6%	-32%	-2.8%	7%	3%
N/C(Cc1ccc([N+](=O)[O-])cc1)=N\OC(=O)c1ccc(Br)o1	-0.2%	-1.7%	-3%	15%	-19%	11%	1.3%	5%	-7%
COc1ccc(-n2ncc3c(NCCN4CCOCC4)ncnc32)cc1	0.3%	2.3%	-6%	7%	-19%	25%	1.4%	3%	4%
CCn1ccnc1CNCc1cn(-c2cc(C)ccc2C)nc1-c1ccccc1	-0.1%	3.1%	2%[20 µM]	2%	-32%	-5%	.	6%	1%
O=[N+]([O-])c1cccc(S(=O)(=O)N2CCC(c3nc(-c4ccncc4)no3)CC2)c1	0.0%	-0.8%	-30%	-5%	-19%	-41%	3.3%	3%	-2%
CC1CCN(C(=O)c2ccc(CSc3nc4ccncc4n3Cc3ccc(F)cc3)cc2)CC1	-0.2%	2.5%	-14%	-3%	-15%	-2%	1.6%	6%	10%
COc1ccc(CCNC(=O)NCCc2c[nH]c3ccccc23)cc1OC	0.4%	-1.4%	-16%	-7%	-6%	12%	-4.8%	2%	6%
COc1ccc(-n2nc([N+](=O)[O-])c(=NCc3ccco3)n2O)cc1	0.1%	-3.2%	4%	7%	-12%	-95%	0.1%	6%	6%
C=CCOC(=O)C1=C[C@H](c2csc3ccccc23)[C@@H](CCCO)[C@H](OCC)O1	0.2%	-0.4%	1%	-1%	-16%	11%	-2.7%	3%	5%
CCc1ccc(C2=NN(CCC(=O)NCC3CCCO3)C(=O)CC2)cc1 (configuration not stated)	-0.1%	-1.2%	20%	9%	-34%	1%	-4.3%	10%	12%
COc1ccc(CNC(=O)CC2C(=O)NCCN2CC(C)(C)C)c(OC)c1 (configuration not stated)	0.3%	1.9%	4%[20 µM]	12%	-26%	5%	.	7%	-2%
O=c1c2ccccc2n(Cc2ccc(Cl)cc2)c(=O)n1Cc1ccco1	-0.1%	0.6%	20%	0%	0%	5%	-0.1%	8%	13%
CCN(CC)CCC(c1cc(OC)c(OC)c(OC)c1)c1c(O)cc(OC)cc1OC (configuration not stated)	0.0%	2.0%	-17%	-12%	-12%	-3%	6.0%	13%	4%
COc1nc(-c2ccccc2)cc(-c2ccc(OC)c(OC)c2)n1	-0.1%	-1.4%	-16%	-6%	-33%	-16%	2.4%	3%	5%
CCOCC(=O)N1CCc2ccccc21	0.5%	-2.6%	4%	7%	-8%	12%	-1.3%	5%	1%
Cc1ccc(C(=O)CCS(=O)(=O)c2ccc(Br)cc2)cc1	-0.1%	3.5%	-21%	0%	-9%	10%	0.2%	3%	6%
Cc1cccc(OCCSCc2nc3ccccc3[nH]2)c1	0.0%	-1.6%	-19%	-10%	19%	13%	2.9%	1%	10%
CCOC(=O)C1CCN(C(=O)Cn2nc(C)n3c(cc4cc(F)ccc43)c2=O)CC1	-0.1%	0.0%	-48%	3%	-1%	10%	0.5%	1%	-27%
Cc1ccc(NC(=O)CCCn2c(=S)[nH]c3ccsc3c2=O)cc1C	-0.1%	-1.4%	-31%	4%	-20%	11%	-4.7%	11%	16%
O=C(Nc1nc2n(n1)C(c1ccc(Cl)cc1)CC(c1ccc(Cl)cc1)N2)c1ccco1 (configuration not stated)	-0.1%	1.1%	20%	14%	-48%	12%	-2.8%	3%	.
Cn1c2ccccc2c2c(C(=O)N3CCN(c4ccccn4)CC3)cn(C3CCCC3)c(=O)c21	0.2%	-2.3%	-39%	19%	-30%	2%	-0.5%	6%	10%
Cc1nn(C)c(C)c1C(C)NC(=O)c1cc(COc2ccc(F)c(F)c2)on1 (configuration not stated)	-0.1%	1.5%	-20%	2%	-46%	-20%	-1.1%	8%	9%
Clc1cnc(N/N=C/c2ccncc2)c(Cl)c1	-0.2%	-1.2%	6%	-2%	-17%	18%	-1.6%	11%	3%
O=C(CSc1ccc(-c2ccco2)nn1)NCc1ccc(F)cc1	-0.2%	5.8%	21%	17%	-21%	1%	-0.7%	15%	7%
O=C(CC1NCCNC1=O)OCCCc1ccccc1 (configuration not stated)	-0.2%	-1.6%	8%	2%	-13%	0%	-6.6%	13%	-2%
CC1CCN(S(=O)(=O)c2ccc(NC(=O)CN3CCCC(C)C3)cc2)CC1 (configuration not stated)	-0.1%	-2.3%	7%	14%	-2%	-17%	-1.6%	15%	3%
CCN(CCn1cccn1)C(=O)CCc1nnc(-c2ccccc2)o1	0.2%	-2.5%	-29%	4%	2%	-41%	4.4%	5%	-4%
Cc1cc2c3c(c1C)C(=O)C(=O)N3C(C)(C)CC2C (configuration not stated)	1.3%	-3.4%	-7%	1%	-43%	5%	-0.9%	8%	8%
Cc1cccc(-c2c3c(=O)n(C)c(=O)n(C)c3cn2C(C)(C)C)c1	-0.2%	-0.9%	-13%	1%	22%	8%	-4.9%	11%	-8%
Cc1ccc2[nH]c(=O)c(CN(CCCN(C)C)C(=O)Nc3ccc(Cl)cc3)cc2c1	0.0%	0.1%	23%	8%	-38%	15%	-6.0%	7%	15%
